CHOP UPR activ: activators of apoptotic CHOP UPR arm, primary screen, cell-based, CHO-CHOP luciferase reporter, luminescence, uHTS; activation, % at 10 µM; UPR activation; percent of tunicamycin response over DMSO baseline; 0.34% of 330,000 active;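 active = at 10 µM dose, activation of 40% or more, normalized to positive control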;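 also: 100% = tunicamycin at 10 µg/mL and 0% = DMSO alone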
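Assay system: CHO-CHOP cells, stable luciferase reporter of PERK-eIF2a-CHOP signalling / Buffer or medium: F12 plus 10% serum / Compound dosing: one dose, 10 µM in 0.5% DMSO / Times: 6 h compound treatment, 37 °C / Technique: luciferase luminescence / Read-out: % reporter activation, DMSO baseline versus tunicamycin full activation / Benchmarks: tunicamycin and DMSO controls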
Gli-Sufu block: Gli-Sufu pathway antagonists, primary screen, luciferase luminescence, Sufu-KO-LIGHT cells, uHTS | Sufu-KO-LIGHT fibroblasts, Gli luciferase reporter luminescence | inhibition, % at 5 µM | 0.74% of 340,000 active;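 active = inhibition above about 55%, limit read from the data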;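 also: 0% = DMSO-treated cells and 100% = wells with medium but no cells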
XBP1 UPR activ: activators of adaptive XBP1 UPR arm, primary screen, cell-based, CHO-XBP1 luciferase reporter, luminescence, uHTS. AID 463104, 2010. activation, % at 20 µM. 0.33% of 330,000 active. IRE1-XBP1 UPR activation; percent of tunicamycin response, DMSO as zero;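 active = versus positive control, 20 µM dose yields 30% or more activation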;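 also: 100% = tunicamycin at 10 µg/mL and 0% = DMSO only wells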
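Material: CHO-XBP1 cells stably carrying IRE1-XBP1-driven luciferase reporter | Medium: F12 with 10% serum | Compound dosing: 20 µM single concentration, DMSO 1% | Incubation: Overnight seeding at 37 °C, 6 h compound treatment at 37 °C | Detection: Steady-Glo luminescence read | Read-out basis: % activation of reporter signal versus tunicamycin and DMSO controls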
EBI2 block: EBI2 receptor antagonists, beta-arrestin recruitment, primary screen, cell-based, luminescence, 7a,25-OHC stimulation, uHTS | 0.81% of 360,000 active | G-protein coupled receptor 183 (Homo sapiens), P32249 | 7a,25-OHC stimulated | inhibition, % at 5 µM; in the data active = inhibition above about 38%;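 also: enzyme fragment complementation signal reports receptor beta-arrestin coupling in cells; 0% = agonist plus DMSO wells and 100% = wells without agonist; some results beyond the cut were filed as inactive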
Target sequence (P32249 whole entry, looked up, the tested form may be a part): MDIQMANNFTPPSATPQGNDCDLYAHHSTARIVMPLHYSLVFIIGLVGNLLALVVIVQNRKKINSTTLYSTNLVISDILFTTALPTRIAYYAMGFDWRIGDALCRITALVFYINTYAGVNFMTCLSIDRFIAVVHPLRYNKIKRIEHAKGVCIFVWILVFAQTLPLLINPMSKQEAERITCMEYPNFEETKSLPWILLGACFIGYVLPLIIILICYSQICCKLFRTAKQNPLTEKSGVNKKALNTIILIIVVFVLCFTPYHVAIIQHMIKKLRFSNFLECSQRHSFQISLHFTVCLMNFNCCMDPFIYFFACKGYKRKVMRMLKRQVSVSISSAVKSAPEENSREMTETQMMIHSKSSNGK
CCR6 antag: CCR6 receptor antagonists, primary screen, cell-based, CHO-K1, luminescence, beta-arrestin, uHTS | 0.49% of 340,000 active | C-C chemokine receptor type 6 (Homo sapiens), P51684 | inhibition, % at 20 µM | CHO-K1 CCR6 PathHunter beta-arrestin, CCL20-stimulated;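 active = compounds whose inhibition of the agonist-driven luminescence signal at 20 µM reaches about 50%, limit read from the data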;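 also: cells stimulated with CCL20 at 14 nM final; plate controls were DMSO with CCL20 for no effect and DMSO without agonist for full effect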
Target sequence (P51684 whole entry, looked up): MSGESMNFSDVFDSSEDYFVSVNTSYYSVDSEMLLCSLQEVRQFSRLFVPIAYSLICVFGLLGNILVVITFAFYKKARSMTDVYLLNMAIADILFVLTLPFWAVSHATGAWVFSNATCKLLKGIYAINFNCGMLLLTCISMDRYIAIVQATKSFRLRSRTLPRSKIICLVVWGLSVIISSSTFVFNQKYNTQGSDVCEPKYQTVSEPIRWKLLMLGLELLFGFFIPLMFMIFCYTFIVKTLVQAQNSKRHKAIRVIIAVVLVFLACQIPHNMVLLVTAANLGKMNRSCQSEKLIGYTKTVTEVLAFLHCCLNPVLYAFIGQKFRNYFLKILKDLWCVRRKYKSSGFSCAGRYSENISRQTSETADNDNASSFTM
Mdm2-MdmX inh: inhibitors of human Mdm2-MdmX association, primary screen, cell-based, luminescence, split luciferase, SaOS-2, uHTS | SaOS-2 split-luciferase Mdm2/MdmX complementation | inhibition, % at 8 µM | 3% of 330,000 active | AID 485346, 2010;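 active = inhibition of at least 50% at 8 µM in the primary screen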
CXCR6 inh: CXCR6 receptor inhibitors, primary screen, cell-based, beta-arrestin, luminescence, CHO-K1 PathHunter, 1536-well. C-X-C chemokine receptor type 6 (Homo sapiens), O00574. inhibition, % at 20 µM. 0.36% of 360,000 active; in the data active = inhibition above about 34%, passing the limit was not always enough;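 also: antagonist mode with CXCL16 agonist at 10 nM final; 0% = 10 nM CXCL16 with DMSO and 100% = unstimulated wells without agonist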
Target sequence (O00574 whole entry, looked up): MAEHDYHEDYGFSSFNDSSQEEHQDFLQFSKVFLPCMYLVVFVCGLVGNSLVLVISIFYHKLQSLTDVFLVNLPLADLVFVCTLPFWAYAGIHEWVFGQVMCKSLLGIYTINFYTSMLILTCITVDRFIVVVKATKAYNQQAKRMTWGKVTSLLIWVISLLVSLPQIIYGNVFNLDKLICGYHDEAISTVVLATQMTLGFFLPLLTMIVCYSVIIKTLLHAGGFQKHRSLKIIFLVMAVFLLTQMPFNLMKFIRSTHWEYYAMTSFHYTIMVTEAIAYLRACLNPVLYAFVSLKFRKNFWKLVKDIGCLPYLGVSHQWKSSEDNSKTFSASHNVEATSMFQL
697 NFkB inh: inhibitors of PMA/ionomycin-induced NF-kB reporter, 697 cells, primary screen, B-cell NF-kB inhibitor project, cell-based, luminescence, uHTS. inhibition, % at 4 µM. 0.33% of 330,000 active. AID 435022, 2010. 697 B-cell NF-kB luciferase reporter, 16 h; in the data active = inhibition above about 35%
Jurkat NFkB inh: inhibitors of induced NF-kB luciferase reporter, primary screen, TCR NF-kB activation inhibitor project, cell-based, luminescence, uHTS | Jurkat, PMA/ionomycin-induced NF-kB luciferase reporter | inhibition, % at 4 µM | 0.53% of 330,000 active; in the data active = inhibition above about 50%
* hit, by the source's call.

CCN(CC)CC(=O)N1c2ccccc2Sc2ccc(Cl)cc21 was read as CHOP UPR activ 1.3, Gli-Sufu block 5.3, XBP1 UPR activ 0.8, EBI2 block 0.2, CCR6 antag 14.2, Mdm2-MdmX inh 0.7, CXCR6 inh 4.9, 697 NFkB inh -36.6 and Jurkat NFkB inh -22.5.
For CCN(CC)c1nc(N)c2c(N)nc3c(c2c1C#N)CC(c1ccccc1)O3 (stereo unspecified) the results were CHOP UPR activ -1.1, Gli-Sufu block 6.2, XBP1 UPR activ 0.7, EBI2 block 6.7, CCR6 antag 15.3, Mdm2-MdmX inh 5.7, CXCR6 inh 9.9, 697 NFkB inh 4.9 and Jurkat NFkB inh 6.4.
COc1ccc(-c2cn(CCO)c(-c3ccncc3)n2)cc1 was read as CHOP UPR activ 1.1, Gli-Sufu block -1.0, XBP1 UPR activ -3.3, EBI2 block 4.3, CCR6 antag 6.1, Mdm2-MdmX inh 23.7, CXCR6 inh -4.3, 697 NFkB inh 17.2 and Jurkat NFkB inh 10.2.
Screening COc1ccc(CCNC(=S)c2ccccc2)cc1OC returned CHOP UPR activ -2.5, Gli-Sufu block 7.5, XBP1 UPR activ -4.6, EBI2 block 12.4, CCR6 antag 9.0, Mdm2-MdmX inh 13.8, CXCR6 inh -3.6, 697 NFkB inh -25.7 and Jurkat NFkB inh 3.1.
N#CCCN(NC(=O)OCc1ccccc1)C(=O)OCc1ccccc1 was read as Gli-Sufu block 3.3, EBI2 block -15.8, CCR6 antag -1.3 and CXCR6 inh -2.3.
Cc1nnc(NC(=O)CC(C)c2ccccc2)s1 (stereo unspecified) was read as CHOP UPR activ -0.1, Gli-Sufu block -2.3, XBP1 UPR activ -2.7, EBI2 block -0.1, CCR6 antag -1.5, Mdm2-MdmX inh -8.3, CXCR6 inh -1.5, 697 NFkB inh 2.6 and Jurkat NFkB inh 1.6.
Screening COc1cccc(-c2nc(NCCN3CCOCC3)c3ccccc3n2)c1O returned CHOP UPR activ -0.5, Gli-Sufu block 98.4*, XBP1 UPR activ -1.6, EBI2 block -31.8, CCR6 antag -7.9, Mdm2-MdmX inh 20.0, CXCR6 inh 9.8, 697 NFkB inh 30.6 and Jurkat NFkB inh -14.5.
`CC(=O)NC1=NC(=O)CS1` gave CHOP UPR activ -0.1, Gli-Sufu block 3.5, XBP1 UPR activ -1.1, EBI2 block 8.4, CCR6 antag -16.1, Mdm2-MdmX inh 2.0, CXCR6 inh -1.7, 697 NFkB inh 2.7 and Jurkat NFkB inh 8.7.
Screening Cc1ccc(OCCCC(=O)N2CCOCC2)c(C)c1 returned CHOP UPR activ 8.2, Gli-Sufu block -64.8, XBP1 UPR activ 3.0, EBI2 block 6.8, CCR6 antag 3.5, Mdm2-MdmX inh -17.9, CXCR6 inh -1.9, 697 NFkB inh -23.7 and Jurkat NFkB inh -28.5.
Cc1nc(N2CCNCC2)c2c3c(sc2n1)CCCC3 was read as CHOP UPR activ 0.4, Gli-Sufu block 5.5, XBP1 UPR activ -2.5, EBI2 block -5.0, CCR6 antag 2.0, Mdm2-MdmX inh 28.5, CXCR6 inh 3.0, 697 NFkB inh 2.4 and Jurkat NFkB inh 9.3.
`Cc1cc(C)c(C(=O)COC(=O)c2cccnc2Cl)c(C)c1` gave CHOP UPR activ 6.0, Gli-Sufu block 6.5, XBP1 UPR activ 2.7, EBI2 block -3.8, CCR6 antag 8.0, Mdm2-MdmX inh 4.5, CXCR6 inh 6.5, 697 NFkB inh 7.0 and Jurkat NFkB inh 10.9.
For COc1ccc(CNC(=O)Cn2nc(Cc3cccnc3)c3ccccc3c2=O)cc1 the results were CHOP UPR activ 4.5, Gli-Sufu block 0.8, XBP1 UPR activ -3.1, EBI2 block 7.3, CCR6 antag -0.5, Mdm2-MdmX inh -17.2, CXCR6 inh -22.8, 697 NFkB inh -4.8 and Jurkat NFkB inh -0.7.
Screening CCCN(C(=O)c1nc2nccc(C)n2n1)c1c(N)n(Cc2ccccc2)c(=O)[nH]c1=O returned CHOP UPR activ 0.6, Gli-Sufu block -26.9, XBP1 UPR activ 0.7, EBI2 block -8.6, CCR6 antag -3.8, Mdm2-MdmX inh 14.4, CXCR6 inh 2.9, 697 NFkB inh -0.8 and Jurkat NFkB inh -11.5.
CS(=O)(=O)N(CCC#N)Cc1ccc(C=O)o1 was read as CHOP UPR activ -0.1, Gli-Sufu block 0.7, XBP1 UPR activ 0.2, EBI2 block 0.0, CCR6 antag 7.7, Mdm2-MdmX inh 11.5, CXCR6 inh -5.7, 697 NFkB inh 9.0 and Jurkat NFkB inh 12.6.
Screening CCOC(=O)C1(CCc2ccccc2)CCN(C(=O)C(C)n2cncn2)CC1 (stereo unspecified) returned CHOP UPR activ 0.0, Gli-Sufu block 1.9, XBP1 UPR activ 1.3, EBI2 block -3.1, CCR6 antag -6.5, Mdm2-MdmX inh -2.6, CXCR6 inh -2.1, 697 NFkB inh 6.7 and Jurkat NFkB inh 4.9.

3 entries from above, sorted by SMILES length, smallest number first.
Screening Cc1ccc(OCCCC(=O)N2CCOCC2)c(C)c1 returned CHOP UPR activ 8.2, Gli-Sufu block -64.8, XBP1 UPR activ 3.0, EBI2 block 6.8, CCR6 antag 3.5, Mdm2-MdmX inh -17.9, CXCR6 inh -1.9, 697 NFkB inh -23.7 and Jurkat NFkB inh -28.5.
N#CCCN(NC(=O)OCc1ccccc1)C(=O)OCc1ccccc1 was read as Gli-Sufu block 3.3, EBI2 block -15.8, CCR6 antag -1.3 and CXCR6 inh -2.3.
For COc1ccc(CNC(=O)Cn2nc(Cc3cccnc3)c3ccccc3c2=O)cc1 the results were CHOP UPR activ 4.5, Gli-Sufu block 0.8, XBP1 UPR activ -3.1, EBI2 block 7.3, CCR6 antag -0.5, Mdm2-MdmX inh -17.2, CXCR6 inh -22.8, 697 NFkB inh -4.8 and Jurkat NFkB inh -0.7.

Other records follow:
COc1ccc(-c2c(C)nn3c(N4CCC(C(=O)N5CCCCC5)CC4)cc(C)nc23)cc1OC was read as CHOP UPR activ 7.1, Gli-Sufu block -0.4, XBP1 UPR activ -1.8, EBI2 block -8.6, CCR6 antag 7.9, Mdm2-MdmX inh 15.9, CXCR6 inh -0.5, 697 NFkB inh 13.2 and Jurkat NFkB inh 20.0.
Cc1nn(-c2ccccc2)c(C)c1C1C(C#N)=C(N)Oc2n[nH]c(C)c21 (stereo unspecified) was read as CHOP UPR activ -0.3, Gli-Sufu block 5.1, XBP1 UPR activ 1.6, EBI2 block -0.4, CCR6 antag -2.0, Mdm2-MdmX inh 17.9, CXCR6 inh 10.5, 697 NFkB inh 12.4 and Jurkat NFkB inh 14.5.
`CS(=O)(=O)Nc1ccc(C2=NN(C(=O)c3ccco3)C(c3ccc(F)cc3)C2)cc1` (stereo unspecified) gave CHOP UPR activ -1.1, Gli-Sufu block -9.1, XBP1 UPR activ 0.8, EBI2 block -29.8, CCR6 antag -2.7, Mdm2-MdmX inh 2.3, CXCR6 inh -0.5, 697 NFkB inh -28.3 and Jurkat NFkB inh -39.4.
O=C(CN1CCOCC1)Nc1c(C(=O)C2CC2)oc2ccccc12 was read as CHOP UPR activ -1.6, Gli-Sufu block -6.9, XBP1 UPR activ 0.7, EBI2 block 3.4, CCR6 antag 15.3, Mdm2-MdmX inh 14.5, CXCR6 inh -5.1, 697 NFkB inh 8.8 and Jurkat NFkB inh 0.5.
CC1Cn2c(nnc2-c2ccccc2O)S1 (stereo unspecified) was read as CHOP UPR activ 1.4, Gli-Sufu block -9.6, XBP1 UPR activ -3.6, EBI2 block -9.1, CCR6 antag -2.3, Mdm2-MdmX inh -2.7, CXCR6 inh -3.3, 697 NFkB inh 10.3 and Jurkat NFkB inh -6.2.
CCOC(=O)C(CN1CCCC1)c1ccccc1 (stereo unspecified) was read as CHOP UPR activ -2.4, Gli-Sufu block -2.9, XBP1 UPR activ 0.9, EBI2 block -10.8, CCR6 antag -8.3, Mdm2-MdmX inh -2.9, CXCR6 inh -3.5, 697 NFkB inh 3.1 and Jurkat NFkB inh -1.5.
Screening COc1ccc(OC)c(C2C(C(=O)Nc3nc4ccccc4s3)=C(C)NC3=C2C(=O)CCC3)c1 (stereo unspecified) returned CHOP UPR activ -2.5, Gli-Sufu block 30.1, XBP1 UPR activ -2.5, EBI2 block 16.9, CCR6 antag -1.8, Mdm2-MdmX inh -12.2, CXCR6 inh -1.1, 697 NFkB inh 18.9 and Jurkat NFkB inh -24.5.
CCOc1cccc2c1OC1(C)CC2NC(=O)N1c1cccc(F)c1 (stereo unspecified) was read as CHOP UPR activ -5.4, Gli-Sufu block -2.8, XBP1 UPR activ -2.8, EBI2 block -10.7, CCR6 antag 5.1, Mdm2-MdmX inh 13.3, CXCR6 inh 3.0, 697 NFkB inh -6.1 and Jurkat NFkB inh 4.9.
COC(=O)CC1COc2ccccc2N1C(=O)c1cc(OC)c(OC)c(OC)c1 (stereo unspecified) was read as CHOP UPR activ -1.6, Gli-Sufu block -2.5, XBP1 UPR activ -0.1, EBI2 block 0.2, CCR6 antag -3.2, Mdm2-MdmX inh 15.9, CXCR6 inh -3.9, 697 NFkB inh -6.1 and Jurkat NFkB inh 5.2.
For Cc1ccc(C)c(Cc2c(C)nc3c(C(=O)N4CCOCC4)cnn3c2C)c1 the results were CHOP UPR activ -1.3, Gli-Sufu block 2.0, XBP1 UPR activ -0.9, EBI2 block -2.1, CCR6 antag -2.0, Mdm2-MdmX inh 19.0, CXCR6 inh -4.0, 697 NFkB inh 11.5 and Jurkat NFkB inh 3.3.
`Cc1ccc(NC(=S)NN(C)c2nc(C)cnc2C)cc1` gave CHOP UPR activ 0.1, Gli-Sufu block 4.4, XBP1 UPR activ -2.0, EBI2 block -16.0, CCR6 antag -5.2, Mdm2-MdmX inh 5.9, CXCR6 inh -6.1, 697 NFkB inh 7.5 and Jurkat NFkB inh 7.9.
`COc1ccc(C2/C=C\CN(C(=O)C3CC3)CC(=O)N2Cc2ccc(F)cc2)cc1` (stereo unspecified) gave CHOP UPR activ 0.8, Gli-Sufu block -2.9, XBP1 UPR activ 1.7, EBI2 block -3.0, CCR6 antag 0.2, Mdm2-MdmX inh 26.5, CXCR6 inh 0.8, 697 NFkB inh 0.6 and Jurkat NFkB inh 1.8.
Screening Cn1cnc([N+](=O)[O-])c1Sc1ncnc2nc[nH]c12 returned CHOP UPR activ 1.1, Gli-Sufu block -3.1, XBP1 UPR activ -2.7, EBI2 block -15.1, CCR6 antag 12.4, Mdm2-MdmX inh 20.2, CXCR6 inh -1.4, 697 NFkB inh 23.8 and Jurkat NFkB inh 30.6.
